# Screening results (PubChem)
# AmpC detergent: inhibitors of E. coli AmpC beta-lactamase with detergent; Potency, µM (doses to about 114 µM), for the others: top-dose activity change, negative = inhibition, most hits filed as inhibitors; AmpC hydrolysis of nitrocefin, absorbance 480 nm, 0.01% Triton; P00811; 370,000 compounds, 0.041% hits;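 note: potency is the fitted concentration of half-maximal effect; 0% = no-compound wells and -100% = no-enzyme wells; nearly all actives have a fitted effect of over 25% in size; some results filed as inactive show a strong effect at the top dose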
# Target sequence (P00811 whole entry, looked up): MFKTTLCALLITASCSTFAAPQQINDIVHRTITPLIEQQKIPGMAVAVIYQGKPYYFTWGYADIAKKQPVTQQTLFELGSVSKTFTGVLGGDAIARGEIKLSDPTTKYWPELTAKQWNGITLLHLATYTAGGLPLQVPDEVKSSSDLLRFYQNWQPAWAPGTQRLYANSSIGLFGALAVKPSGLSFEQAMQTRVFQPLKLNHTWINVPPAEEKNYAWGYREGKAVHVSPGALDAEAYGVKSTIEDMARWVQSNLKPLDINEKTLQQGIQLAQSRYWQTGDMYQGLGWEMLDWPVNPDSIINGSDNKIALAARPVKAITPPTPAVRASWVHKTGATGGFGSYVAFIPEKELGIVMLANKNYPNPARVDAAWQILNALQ
#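 20 mM phosphate pH 7.0 + 0.01% (detergent screen) or 0.0001% Triton X-100; 5.3 nM AmpC reagent; cpd preinc 15 min RT; nitrocefin (800 uM stock) to start; A480 q20 s × 4 min; Activity was normalised to no-enzyme and no-compound control wells.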
# HCV inhibitor: inhibitors of hepatitis C virus infection; Huh7.5.1 HCVcc-Cre infection, luciferase reporter, 44 h; Potency, µM (titrated, usually from 41.8 µM), for inactives: at the highest dose activity change, negative = inhibition, usual class: inhibitors; 340,000 compounds, 3.4% hits; note: potency is the fitted concentration of half-maximal effect
#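 Whole-lifecycle infectious HCVcc-Cre system; cells 1,000/well, compound then virus (~0.5 moi) added 4 h after plating, 44 h culture. Luciferase read 15 sec following 15 min substrate incubation, room temp.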
# AMA1-RON2 inh: inhibitors of Plasmodium falciparum AMA1-RON2 interaction; AlphaScreen AMA1-biotinylated RON2 peptide binding; Potency, µM (top dose mostly 58.2 µM), for inactives: at the top dose activity change, negative = inhibition, most hits filed as inhibitors; 360,000 compounds, 0.2% hits; AID 720542;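 note: potency is the fitted concentration of half-maximal effect; 0% = vehicle wells and -100% = peptide control; nearly all actives have a fitted effect of over 45% in size; some results filed as inactive show a strong effect at the top dose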
#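 AMA1 (3D7) with his tag at 25 nM final met compounds first, then biotinylated RON2 peptide at 25 nM; detection used donor plus acceptor beads, 10 µg/mL apiece, read by AlphaScreen after 30 min at room temperature.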
# AmpC inh no detg: inhibitors of E. coli AmpC beta-lactamase without detergent. AmpC nitrocefin hydrolysis, absorbance 480 nm, 0.0001% Triton. AID 485341. Potency, µM (top dose mostly 57.1 µM), without a hit: top-dose activity change, negative = inhibition, most hits filed as inhibitors. 330,000 compounds, 0.52% hits. P00811;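 note: potency is the fitted concentration of half-maximal effect; plate controls were no compound for no effect and no enzyme for full effect; nearly all actives have a fitted effect of over 20% in size; some results filed as inactive show a strong effect at the top dose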
#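 AmpC (5.3 nM in the dispensed reagent) in 20 mM phosphate pH 7.0 with 0.01% (detergent screen) or 0.0001% Triton X-100 was preincubated with compounds for 15 min at room temperature. Nitrocefin was then added from an 800 uM solution, and hydrolysis was followed at 480 nm.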
# HCMV antiviral: blocks human cytomegalovirus replication. AID 1259415. 410,000 compounds, 4.5% hits. activity change, negative = inhibition, % at 57.5 µM. HFF cells, HCMV-luciferase reporter, 72 h; stronger effect = lower value; in the data active = activity change below about -60%; inconclusive = no clear call, values can overlap the other calls; inactive = above about -39%
#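 Two-dose cell screen: HFF monolayers treated with compounds and infected with luciferase-expressing HCMV at 1 PFU/cell, 72 h at 37C, then lysed for luciferase measurement.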
# TbPYK inhibitor: blocks Trypanosoma brucei pyruvate kinase; TbPYK enzyme, Kinase-Glo Plus ATP luminescence, 45 min; Potency, µM (doses to about 76.8 µM), without a hit: at the top dose activity, negative = inhibition, usual class: inhibitors; 410,000 compounds, 0.12% hits; AID 624173; note: potency is the fitted concentration of half-maximal effect; nearly all actives have a fitted effect of over 50% in size
#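 Glycolytic pyruvate kinase of T. brucei was incubated with substrate, test compound and 130 uM ADP for 45 minutes at room temperature. Luminescent Kinase-Glo Plus signal was measured after 10 minutes.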
# LmPK inhibitor: blocks Leishmania mexicana pyruvate kinase activity; Potency, µM (series often up to 57.5 µM), for inactives: top-dose activity change, negative = inhibition, most hits filed as inhibitors; 290,000 compounds, 0.37% hits; Q27686; purified LmPK, Kinase-Glo ATP luminescence, 1 h; AID 1721; note: potency is the fitted concentration of half-maximal effect
# Target sequence (Q27686 whole entry, looked up): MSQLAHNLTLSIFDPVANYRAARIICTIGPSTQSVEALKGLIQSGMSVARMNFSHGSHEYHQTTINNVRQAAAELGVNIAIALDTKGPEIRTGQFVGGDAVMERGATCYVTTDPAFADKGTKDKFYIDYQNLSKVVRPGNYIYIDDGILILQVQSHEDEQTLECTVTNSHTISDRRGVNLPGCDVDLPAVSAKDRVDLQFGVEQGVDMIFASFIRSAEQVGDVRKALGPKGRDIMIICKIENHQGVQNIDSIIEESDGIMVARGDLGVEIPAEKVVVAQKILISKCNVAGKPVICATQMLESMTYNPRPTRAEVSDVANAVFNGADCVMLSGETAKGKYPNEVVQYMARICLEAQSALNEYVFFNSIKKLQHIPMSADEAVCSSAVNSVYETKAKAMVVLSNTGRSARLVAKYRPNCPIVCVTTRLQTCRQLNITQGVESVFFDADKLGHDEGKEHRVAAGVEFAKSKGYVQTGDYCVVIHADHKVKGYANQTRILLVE
#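 ATP generated from ADP (0.1 mM) and PEP (0.5 mM) by 0.1 nM LmPK over 1 h at room temperature (pH 7.2 imidazole buffer) was detected by coupled luciferase luminescence. Values were normalized to uninhibited and no-enzyme wells.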
# * = called active by the depositor; ? = inconclusive; . = not tested or not shown; & = joins results of further samples; [ ] = remark or other dose. Unless noted, calls come from the whole dose curve; as a rule, active = well fitted curve in the direction sought with a large enough effect; inconclusive = small, poorly fitted or top-dose-only effect, or another doubt; inactive = no such curve, though single readings can be large; an effect the other way counts as inactive or inconclusive. Unless noted, % is set by controls: 0 for no effect and ±100 for the full control effect.
Compound,AmpC detergent,HCV inhibitor,AMA1-RON2 inh,AmpC inh no detg,HCMV antiviral,TbPYK inhibitor,LmPK inhibitor
CCN(CC)S(=O)(=O)c1ccc(C(=O)OCn2c(SC)nnc(C)c2=O)cc1,4%,6%,-5%,73%[activator],-27,-7%,4%
COc1ccc(NC(=O)c2ccc([N+](=O)[O-])o2)cc1,0%,?,-3%,-5%,-101*,-8%,-25%
Cc1nc2ccccc2c2c1C(=O)N(C(C)C)C2=O,-1%,?,-8%,-26%,-36,1%,-11%
COCCOC(=O)c1c(C)oc2cc(Br)c(OCC(N)=O)cc12,-6%,?,-4%,119%[activator],-27,1%,0%
O=C(NNC(=O)c1ccc2ccccc2c1)c1ccc(Cl)c(Cl)c1,.,-11%,20%,.,-28,0%,.
CC(C)c1ccc(-c2nnn(Cc3nc4ccccc4s3)n2)cc1,?,5%,14%,-25%,10,-2%,1%
Cc1ccc(OCC(=O)N2CCN(S(=O)(=O)c3ccc(Cl)cc3)CC2)c([N+](=O)[O-])n1,-6%,0%,20%,43%,23,1%,-1%
O=C(C=Cc1ccc2c(c1)OCO2)c1ccccc1,.,14%,0%,.,19,-12%,.
Cc1cc(C)cc(NC(=O)C(c2ccccc2)N2CCCC2)c1 (stereo not drawn),-1%,15%,-5%,-8%,-8,-7%,3%
CN(C)c1ccc(/C=N/n2c(-c3ccccc3Br)n[nH]c2=S)cc1,2%,1%,43%[activator],-50%,16,?,-21%
CN(Cc1cccc(Cl)c1)C(=O)C1CCN(C(=O)Nc2ccccc2)CC1,0%,?,-12%,-1%,-5,1%,.
c1coc(-c2nc3c([nH]2)CCc2nonc2-3)c1,-3%,-28%,0%,-14%,108,-4%,-10%
O=S(=O)(NC1=NCCCCC1)c1ccc(Cl)cc1,?,19%,-2%,-16%,-32,-2%,6%
CCN1C(=O)c2cccc3c(S(=O)(=O)NCc4ccco4)ccc1c23,?,-7%,-2%,-28%,128,-9%,0%
COc1ccc(/C=C/C(=O)NCCc2ccc(OC)c(OC)c2)cc1,?,-1%,4%,-19%,-16,-2%,0%

# Another view of some results above:
# Second line of a record: AmpC detergent | HCV inhibitor | AMA1-RON2 inh | AmpC inh no detg | HCMV antiviral | TbPYK inhibitor | LmPK inhibitor
- O=S(=O)(NC1=NCCCCC1)c1ccc(Cl)cc1
    ? | 19% | -2% | -16% | -32 | -2% | 6%
- COc1ccc(/C=C/C(=O)NCCc2ccc(OC)c(OC)c2)cc1
    ? | -1% | 4% | -19% | -16 | -2% | 0%

# Other compounds follow:
Compound,AmpC detergent,HCV inhibitor,AMA1-RON2 inh,AmpC inh no detg,HCMV antiviral,TbPYK inhibitor,LmPK inhibitor
CC(C)NC(=O)CN(C)S(=O)(=O)c1ccc(F)cc1,1%,7%,-7%,-12%,-17,-11%,-1%
CCCCNC(=O)CCC(=O)N1CCN(C(c2ccccc2)c2ccccc2)CC1,-1%,2%,13%,164%[activator],37,-10%,-11%
O=C(COC(=O)C1CC1)Nc1ccc2[nH]c(=O)[nH]c2c1,-8%,17%,4%,-12%,-37,2%,2%
O=C(Nc1ccccc1C(=O)Nc1ccccc1C(=O)O)c1ccccc1,-5%,-28%,5%,-20%,-60*,0%,0%
COc1ccc(CN2C[C@@H](CO)O[C@@H](n3cnc4c(N5CCCC5)ncnc43)C2)cc1,.,.,0%,.,-8,-1%,.
CC(=O)c1c(COC(=O)c2ccccc2)nc2ccccc2[n+]1[O-],?,14%,-13%,1%,-8,1%,-3%
Clc1ccc(CNC23CN4CN(CN(C4)C2)C3)c(Cl)c1,1%,4%,12%,-13%,-29,-3%,0%
CC(=O)Nc1c(Cl)cc2c(c1Cl)Cc1cc(C#N)ccc1-2,.,?,-12%,.,-3,0%,.
CN(C)Cc1cc(C(C)(C)c2cc(CN(C)C)c(O)c(CN(C)C)c2)cc(CN(C)C)c1O,?,8%,2%,-5%,12,5%,2%
Cc1ccc(N(CC(=O)N/N=C/c2cccnc2)S(=O)(=O)c2ccccc2)cc1,4%,4%,-2%,1%,32,1%,2%
CC(C)Sc1nc2c(c(=O)[nH]c(=O)n2C)n1CC(O)COc1ccccc1 (stereo not drawn),2%,5%,-1%,3%,?,-13%,7%
O=C(c1ccco1)N1CCN(C(=S)Nc2ccccc2C(F)(F)F)CC1,-9%,?,0%,5%,19,-3%,-1%
O=C(CSc1nnc(CNc2ccc(F)cc2)n1Cc1ccco1)N1CCCC1,-8%,6%,-4%,5%,-18,-23%,0%
COc1ccc(CNC(=O)Cn2c(=O)n(CCC(=O)N3CCCCC3)c(=O)c3sccc32)cc1,?,6%,-11%,0%,16,0%,-1%
CCCCCc1nnc(N)s1,-4%,24%,4%,-6%,23,-7%,-1%
Cc1ccc(NC(=O)NCc2ccc3c(c2)CCN3C(=O)c2ccccc2)c(Cl)c1,25%,.,.,.,-31,2%,.
CCC(c1nnnn1Cc1ccc2c(c1)OCO2)N1CCN(c2ccc(OC)cc2)CC1 (stereo not drawn),-14%,?,-2%,51%,12,0%,3%
CCN(Cc1ccccc1)C(=O)Cn1c(=O)oc2ccccc21,-9%,9%,-11%,-12%,?,2%,5%
CCN(CC)C(=O)CSc1nc(N)c(C#N)c(-c2cccs2)c1C#N,-12%,-17%,-5%,-16%,-24,-9%,6%
OCc1nc2ccccc2n1CC(O)COc1ccccc1 (stereo not drawn),-14%,19%,10%,4%,61,6%,2%
COCCNc1nc2c(c(=O)n(C)c(=O)n2C)n1Cc1cccc(C(F)(F)F)c1,-8%,?,-1%,37%,-35,0%,0%
COc1ccc(-c2cc(-c3cccnc3)c(C#N)c(N)n2)cc1,6%,5%,-4%,-1%,0,2%,8%
CCCC(=O)N(c1ccc2oc(C)c(C(C)=O)c2c1)S(=O)(=O)c1ccc(C)cc1,-8%,.,.,.,-18,-1%,.
O=C(Nc1ccc(Cl)cc1C(=O)c1ccccc1)c1ccccc1,?,-24%,-12%,-28%,-6,2%,1%
Cc1cc(SCC(=O)NCc2ccccc2)nc(=O)[nH]1,3%,.,.,.,-3,-1%,.
COc1ccc(NC(=O)c2c(C)noc2C)cc1S(=O)(=O)N1CCCCC1,.,.,-6%,.,-4,5%,.
CC1=C(C(=O)OCC2CCCO2)C(c2ccc(C)o2)C2=C(CC(c3ccc(N(C)C)cc3)CC2=O)N1 (stereo not drawn),0%,?,.,116%[activator],.,.,4%
CCN(CC)c1ccc(/C=N/n2c(=S)[nH]nc(C)c2=O)cc1,-4%,9%,-13%,-36%,-7,-13%,-2%
Cc1cc(F)ccc1NC(=O)C1CCN(S(=O)(=O)c2ccc3c(c2)CCCC(=O)N3)CC1,-6%&0%,-11%,-4%,-1%,?,-11%,-10%
CC(=O)OCC1=C(C(=O)O)N2C(=O)C(NC(=O)COc3ccc(F)cc3)C2SC1 (stereo not drawn),-2%,0%,2%,26%,-7,-2%,.
Cc1ccc(S(=O)(=O)Nc2cc(S(=O)(=O)N3CCOCC3)ccc2NCC2CCCO2)cc1 (stereo not drawn),2%,-2%,7%[11.6 µM],-29%,23,1%,.
O=C(Nc1cc(Cl)cc(Cl)c1)N1CCN(C(=O)C2CCCO2)CC1 (stereo not drawn),5%,21%,27%,9%,-5,-1%,2%
COc1ccccc1N1CCN(C(=O)CSc2nc(C)cc(=O)[nH]2)CC1,6%&1%,-16%,6%,-14%,58&42,2%&3%,0%
COc1ccc(CCNC(=O)CCC(=O)N2CC(C)Oc3ccccc32)cc1OC (stereo not drawn),-2%,-5%,9%,22%,110,0%,-4%
CSCCC(NS(=O)(=O)c1ccc2c(c1)c(=O)n(C)c(=O)n2C)C(=O)NC1CCN(Cc2ccccc2)CC1 (stereo not drawn),2%,13%,3%,0%,24,2%,5%
Cc1ccc(S(=O)(=O)Nc2ccccc2N(C)S(=O)(=O)c2ccc(C)cc2)cc1,-8%,?,11%,-30%,-1,6%,.
CCn1cc(C(=O)NC2CCCCC2)c(=O)c2cc(S(=O)(=O)N(C)C)ccc21,-7%,6%,-1%,-1%,-8,-7%,2%
CC(N)c1csc(Nc2nncc3ccccc23)n1 (stereo not drawn),.,.,90%[activator],.,-25,-2%,.
CCCC12CN3CCN(CC(C3)/C1=N\NC(=O)c1ccccc1Cl)C2,1%,-7%,3%,-12%,14,-16%,4%
CCOC(=O)N1CCC(N2C(=O)c3ccccc3C2Nc2c(C)cccc2C)CC1 (stereo not drawn),-14%,7%,-8%,105%[activator],-17,-1%,17%
CC(C)C(NC(=O)c1ccco1)C(=O)NC1CCCCCC1 (stereo not drawn),-8%,2%,26%,-4%,9,-15%,-2%
Cc1cc(C)cc(NC(=O)C(=O)NCCCN2CCOCC2)c1,?,22%,6%,-4%,?,-2%&-6%,0%
Nc1cccc(C(=O)c2ccccc2C(=O)O)c1,.,10%,0%,.,-24,5%,.
COc1ccc(NC(=O)CN(Cc2ccccc2)S(C)(=O)=O)cc1OC,-8%,4%,11%[2.32 µM],-15%,-32,-3%,3%
O=C(COc1ccc(Cl)cc1)Nc1ccccc1OCc1cc(=O)n2ccccc2n1,14%,.,.,.,48,2%,.
CCc1ccccc1NS(=O)(=O)c1ccc2c(c1)NC(=O)CC(=O)N2,-1%,-4%,-1%,-21%,-27,-6%,-4%
O=C(CCSCc1ccccc1F)N1CCN(c2ccc(F)cc2)CC1,5%,.,.,.,15,-5%,.
CSCc1nnc(NC(=O)c2ccc(S(=O)(=O)N(CC(C)C)CC(C)C)cc2)o1,1%,.,.,-17%,.,.,3%
Cc1cccc(NC(=S)N(CCN(C)C)C(C)c2ccccn2)c1 (stereo not drawn),?,-26%,47%[activator],-13%,-34,5%,-1%
CC1CC(OCC(O)CN2CCOCC2)CC(C)(C)C1 (stereo not drawn),8%,-3%,3%,-1%,-20,-8%,-1%
O=C(CCc1ccccc1)Nc1sc2c(c1C(=O)O)CCCC2,.,-16%,0%,.,-22,-2%,.
CCc1ccc(NC(=O)Cn2c(=O)n(Cc3ccccc3)c(=O)c3oc4ccccc4c32)cc1,14%,.,.,.,13,0%,.
COCCn1nnnc1CN1CCC(C)CC1,-7%,-7%,0%,-9%,15,-3%,8%
O=C(Nc1ccc2c(c1)OCO2)c1ccc(Cl)c(S(=O)(=O)N2CCOCC2)c1,5%,?,0%,-23%,-5,-2%,-7%
